Assay outcomes deposited in PubChem BioAssay by ICCB-Longwood Screening Facility, Harvard Medical School.
Polio RdRp inh = poliovirus RdRp elongation inhibitors, primary screen, biochemical, fluorescence polarization, total intensity; poliovirus polymerase elongation; stronger effect = lower value; Genome polyprotein (Poliovirus type 1 (strain Mahoney)), P03300; % elongation, % (compound at 16.7 µg/mL); 0.66% of 150,000 active; in the data active = % elongation below about 90%; note: some results filed as inactive read as strong as hits
Target sequence (P03300 1749-2209 limits assumed): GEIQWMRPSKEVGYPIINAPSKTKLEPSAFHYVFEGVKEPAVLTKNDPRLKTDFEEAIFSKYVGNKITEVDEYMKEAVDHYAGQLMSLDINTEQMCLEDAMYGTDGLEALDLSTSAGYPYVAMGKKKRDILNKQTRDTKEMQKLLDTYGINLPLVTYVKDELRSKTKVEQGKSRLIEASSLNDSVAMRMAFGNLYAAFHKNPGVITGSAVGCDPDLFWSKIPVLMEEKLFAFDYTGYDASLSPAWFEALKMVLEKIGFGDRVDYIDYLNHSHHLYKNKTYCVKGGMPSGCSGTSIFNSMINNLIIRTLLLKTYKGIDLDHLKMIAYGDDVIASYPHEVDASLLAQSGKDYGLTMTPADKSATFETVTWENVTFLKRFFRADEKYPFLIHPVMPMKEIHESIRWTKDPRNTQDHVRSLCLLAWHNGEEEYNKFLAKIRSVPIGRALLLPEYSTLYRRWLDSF
Polio RdRp inh FP z-score = recorded beside Polio RdRp inh, whose call it bears; z-score; measured here: FP z-score; hits read low
* marks the source's active call; other numbers are inactive results; & = joins results of further samples. This is a subset, so the mix of outcomes need not match the whole.

SMILES | Polio RdRp inh | Polio RdRp inh FP z-score
O=C(Cc1cn2ccsc2n1)NCc1ccccc1 | 106 | 0.3
Cc1ccc(OCc2nnc(NC(=O)c3ncoc3-c3cccc(Cl)c3)s2)cc1 | 105 | 1.3
Clc1ccccc1CNCc1ccc2c(c1)OCO2 | 102 | 0.1
c1ccc(CNc2ccc3c(ccc4c5ccccc5[nH]c34)n2)cc1 | 103 | 0.5
O=C(C=C1NCCN1)c1ccccc1 | 101 | -0.2
CCOC(=O)c1cc(-c2ccccc2)n(CCC(=O)N2CCCCCC2)c1C | 102 | 0
CC(C)NC(=O)c1ccc(-c2ccc(F)cc2)o1 | 101 | -0.2
Cc1sc(-c2c(F)cccc2F)nc1O | 105 | 1.2
Cc1ccc(-c2nn(-c3ccccc3)c3c2cnc2ccccc23)cc1C | 104 | -1.3
O=C(Nc1cnc2ccccn2c1=O)NC1CCCC1 | 102 | -0.1
CCC1(C)NC(=O)N(/N=C/c2cn(-c3ccccc3)nc2-c2cc3ccccc3o2)C1=O (centres undefined) | 108 | 0.6
O=c1c2ccccc2[nH]c(=S)n1CCCn1ccnc1 | 99 | -0.2
CCN(CCCNC(=O)c1c(C)oc2ncn(CC(C)C)c(=O)c12)Cc1ccccc1 | 108 | 0.1
CCCCn1c(-c2ccc(Br)cc2)nc2ccccc21 | 104 | 0.6
O=S(=O)(c1ccccc1)c1nc(-c2ccco2)oc1SCc1ccc(F)cc1 | 103 | -0.5
O=C(Cn1c(SCc2ccc(F)cc2)nc2cccnc21)N1CCCc2ccccc21 | 102 | 0
CCC(C(=O)Nc1ccccc1)n1nc(-c2cc(C)ccc2C)ccc1=O (centres undefined) | 103 | -0.9
CC(C)(C)C1CCC(=NNC(=O)Cc2cn3ccsc3n2)CC1 (centres undefined) | 103 | 0.2
C=CC[N+]1(CC#Cc2ccccc2)CCOCC1 | 100 | -0.4
CCN1C(=O)c2ccccc2S(=O)c2ccc(C(=O)N3CCN(c4cccc(Cl)c4)CC3)cc21 (centres undefined) | 104 | -0.2
O=C(Nc1ccc(Cc2ccncc2)cc1)c1cc2ccccn2n1 | 102 | 0.2
Cc1cccc(Cl)c1NC(=O)N1CCCN(c2ncccc2C(F)(F)F)CC1 | 103 | -0.3
CC(=O)Nc1ccc(SC(F)(F)C(F)(F)C(F)(F)F)cc1 | 99 | -0.3
CCN1C(=O)/C(=C/c2c[nH]c3ccccc23)c2ccccc21 | 111 | 0.9
CCOC(=O)N1CCC(NC(=O)C2CCCN(c3ncnc4c3sc3cccc(F)c34)C2)CC1 (centres undefined) | 102 | -0.5

In the list so far, these contain an aryl thioether with sulfur outside any ring.
SMILES | Polio RdRp inh | Polio RdRp inh FP z-score
O=S(=O)(c1ccccc1)c1nc(-c2ccco2)oc1SCc1ccc(F)cc1 | 103 | -0.5
O=C(Cn1c(SCc2ccc(F)cc2)nc2cccnc21)N1CCCc2ccccc21 | 102 | 0
CC(=O)Nc1ccc(SC(F)(F)C(F)(F)C(F)(F)F)cc1 | 99 | -0.3

2 records drawn at random from those above, as already listed:
SMILES | Polio RdRp inh | Polio RdRp inh FP z-score
O=C(Cc1cn2ccsc2n1)NCc1ccccc1 | 106 | 0.3
O=S(=O)(c1ccccc1)c1nc(-c2ccco2)oc1SCc1ccc(F)cc1 | 103 | -0.5

Other structures follow:
SMILES | Polio RdRp inh | Polio RdRp inh FP z-score
CCOCCCn1c(SCC(=O)Nc2ccc(C)cc2)nc2ccccc2c1=O | 101 | -1.1
COc1ccc(NC(=S)N(Cc2ccccc2)Cc2cccn2Cc2ccc(C)cc2C)cc1OC | 101 | -0.6
CCc1cccc(NC(=O)c2sc(-n3cccc3)nc2C)c1 | 102 | -0.5
COc1ccc(NC(=O)Cc2nn(C)c(=O)c3ccccc23)cc1 | 104 | 1.4
CCOC(=O)Cn1c(=O)n(C2CCCCC2)c2nc(-c3ccc(OC)cc3)nc(C(N)=O)c21 | 109 | 0.6
Cc1ccccc1OCC(=O)Nc1ccc(C(=O)OCc2cc(=O)n3c(C)csc3n2)cc1 | 103 | -0.9
O=C(c1ccc(S(=O)(=O)NCc2ccco2)cc1)N1CCC(n2c(=O)[nH]c3ccccc32)CC1 | 102 | -0.1
Cc1cc(-c2cccs2)c2c(N)c(C(=O)c3ccccc3)sc2n1 | 102 | 0.2
CCc1sc(C(=O)Nc2cccc(Cn3cccn3)c2)cc1Br | 101 | 0
CCOc1ccc(N=C2SCC(=O)N2CC)cc1 | 102 | 0.2
Cc1cccc(C(=O)NCCc2ccc(S(N)(=O)=O)cc2)c1 | 102 | -0.1
CN1C(=O)c2ccccc2Sc2ccc(NC(=O)N3CCCC3)cc21 | 105 | 0.9
O=C(CN1C2=NCCN2c2ccccc21)c1ccc(O)cc1 | 102 | 0.1
O=C(COC(=O)CCc1ccc(S(=O)(=O)N2CCOCC2)cc1)Nc1ccccc1OC(F)F | 102 | -0.1
Cc1c(C(=O)Nc2ccc(F)cc2)sc2nc[nH]c(=O)c12 | 105 | -0.6
Cc1cc(-n2c(SCc3ccccc3F)nc3[nH]ncc3c2=O)ccc1Cl | 110 | 0.9
COc1ccccc1CN1C(=O)CN(C2CCCCCC2)C(=O)C1c1ccc(C)cc1 (centres undefined) | 115 | 1.2
COc1ccc(-n2ncc(C(=O)Nc3ccccn3)c2C2CCN(C(=O)OC(C)(C)C)CC2)cc1 | 100 | -0.4
O=C(CCn1c(=O)c2ccccc2n(CC(=O)Nc2cccc(F)c2)c1=O)NCCc1ccccc1 | 113 | 1.2
O=C(CSc1nnnn1-c1ccccc1F)N1c2ccccc2Sc2ccc(Cl)cc21 | 103 | 0.1
CN(C)C1(CNC(=O)Nc2ccccc2)CCCCC1 | 101 | -0.2
Clc1nc2c(Cl)cccc2s1 | 103 | 0.3
COC(=O)c1ccc(-c2ccc(C(=O)N3CCCN(C)CC3)cc2)cc1 | 103 | 0.6
Cc1ccc(CNCc2ccccc2)s1 | 107&106 | 0.4&1.1
COC(=O)c1cc(NS(=O)(=O)c2ccccc2)cc(C(=O)OC)c1 | 104 | 0.2
COc1ccc(CCNS(=O)(=O)c2ccc3c(c2)CCN3C(=O)C2CCC2)cc1OC | 101 | 0.1
CCc1ccc(OCC(=O)c2ccc(O)c(CN(C)C)c2O)cc1 | 100 | -1
CCN(CC)c1nc2c(S(=O)(=O)c3ccc(C)cc3)nnn2c2ccsc12 | 104 | -0.3
Cc1ccc(OCc2ccc(-c3nc(C#N)c(N4CCC(C)CC4)o3)o2)cc1 | 112 | 1.3
O=C(c1ccccc1)c1cc2ccc(O)cc2oc1=O | 98 | -1.6
CCc1ccc(NC(=O)Cn2c(=O)cc(C)c3c(C)nn(C)c32)cc1 | 104 | 1.3
O=C(O)/C=C/c1ccc(C(F)(F)F)cc1 | 103 | 0.3
O=C(NCc1cccs1)c1cc(Br)cs1 | 100 | 0
C#CCSc1nnc2[nH]c(=O)cc(CCC)n12 | 101 | -0.6
Cc1ccc(N2CC(C(=O)O)CC2=O)cc1C (centres undefined) | 102 | 0.2
CC(C)CCNC(=O)c1cc2c(s1)CSC2 | 97 | -2.8
Cc1ccc(NC(=O)CN2C(=O)C(C)(C)c3ccccc32)cc1 | 108 | 0.2
N=C1C(NO)=NC(c2ccccc2)N1O (centres undefined) | 103 | 0.7
O=C(CN1CCC(c2nc3ccccc3[nH]2)CC1)N1CCCCC1 | 103 | 0.3
O=C(Cc1ccccc1)Nc1c(C(=O)N2CCCC2)oc2ccccc12 | 99 | -1.4
CC1CCN(c2nc(Cc3ccc(Cl)cc3Cl)nc3c2nnn3C)CC1 | 105 | 0.7
COc1ccc(C2C(C(N)=O)=C(C)Nc3nc(CCCO)nn32)c(OC)c1 (centres undefined) | 105 | 0
NC(=O)CSc1ccccc1NC(=O)c1cc(-c2cccs2)nn1-c1ccccc1 | 102 | -0.2
CSc1ccccc1NC(=O)CN1CCc2ccccc21 | 88* | -1.1*
CN(Cc1nc2ccccc2n1C)C(=O)c1ccc(Cl)cc1 | 97 | -2
CCn1c2c(c(=O)n3ncc(C(=O)N4CCN(c5ccccc5)CC4)c13)CN(Cc1ccc(OC)cc1)CC2 | 108 | 0.3
O=C(NCCN1CCN(c2ccccc2F)CC1)C1COc2ccccc2C1 (centres undefined) | 105 | -0.5
O=C(NCCO)C1=C(N2CCOCC2)/C(=C\c2ccccc2)CC1 | 102 | -0.1
O=C(CC12CC3CC(CC(C3)C1)C2)Nc1ccc2[nH]c(=O)[nH]c2c1 | 101 | -0.1
Cn1nnnc1SCC(=O)N1CC2(C)CC1CC(C)(C)C2 (centres undefined) | 95 | -0.7

The list goes on:
SMILES | Polio RdRp inh | Polio RdRp inh FP z-score
CCC(c1ccc(F)cc1)n1cc(C(=O)NCCc2ccco2)nn1 (centres undefined) | 104 | 0.8
CCN(CC)C(=O)C1=CC(c2ccc3c(c2)OCO3)=NS(=O)(=O)N1C | 107 | -0.1
O=C(CSc1c(-c2ccccc2)c2cc(Cl)ccc2[nH]c1=O)NCc1ccco1 | 103 | 0.5
O=C(Cc1cccs1)NCCc1cnc[nH]1 | 103 | 0.3
N#Cc1cc2c(nc1SCC(=O)Nc1ccc(F)c(Cl)c1)C1CCN2CC1 | 102 | -0.7
O=C(CNS(=O)(=O)c1cccs1)N1CCN(c2ccccc2Cl)CC1 | 108 | 0.9
FC(F)(F)Oc1ccc(NC2=NCCC2)cc1 | 108 | 0.7
N#C/C(=C\Nc1cc(C(F)(F)F)cc(C(F)(F)F)c1)S(=O)(=O)Cc1ccc(Cl)cc1 | 107 | 0.7
CC(OC(=O)c1cccc(C(F)(F)F)c1)C(N)=O (centres undefined) | 105 | 0.2
CCCCOc1ccc(C(=O)N2CCN(CCc3ccncc3)CC2)cc1 | 101 | -0.4
O=c1cc(O)n(C2CCCC2)c(=S)[nH]1 | 95 | -1
COc1ccc(-c2cc3nc(-c4ccc(C)cc4)cc(C(F)(F)F)n3n2)cc1 | 105 | 0.1
CC(=O)Nc1ccc(C(=O)N/N=C/c2ccc(C)o2)cc1 | 105 | 0.8
CN1NC(=O)CC1C(=O)Nc1sc2c(c1C#N)CCCC2 (centres undefined) | 102 | -0.1
Cc1cc(-n2c(C)cc(C(=O)COC(=O)C3CCCC3)c2C)no1 | 102 | -0.2
COc1ccc(C(=O)c2cn(CC(=O)Nc3cc(C)ccc3C)c3nc(C)ccc3c2=O)cc1 | 120 | 2.4
O=P1(N2CCCCCC2)CC=CC1 | 101 | 0.1
Cc1cccc(C)c1NC(=O)CNCC(=O)Nc1c(C)cccc1C | 98 | -0.7
Cc1cc(C)nc(NC(=O)COc2ccc(Br)cc2)n1 | 104 | 0.7
CCOc1ccc(NC(=O)CCSc2nc(-c3ccc4c(c3)OCO4)cc(C(F)(F)F)n2)cc1 | 105 | 0.3
CCOC(=O)c1ccc2nc(C34CC5CC(CC(C5)C3)C4)ccc2c1 | 101 | -0.1
O=S(=O)(NCCc1csc2nc(-c3ccccc3)nn12)c1ccc(Oc2ccccc2)cc1 | 104 | -0.8
Nc1nc(-c2ccco2)nn1C(=O)c1ccc(Cl)cc1Cl | 102 | 0
COc1cc(C2c3c(oc4cc(C)c(C)cc4c3=O)C(=O)N2CCCN2CCOCC2)ccc1O (centres undefined) | 104 | -0.1
Cc1ccc(C(C)C)c(OCC(O)CN(C)Cc2ccccc2)c1 (centres undefined) | 102 | 0.1
CC(C)c1ccc(NC(=O)c2ccc(F)c(S(=O)(=O)N3CCCCCC3)c2)cc1 | 113 | 1.1
CC(=O)Nc1cc(C(=O)N2CCN(C)CC2)ccc1S(=O)(=O)c1ccc(C)cc1 | 102 | 0.3
c1coc(CNCc2cccc3ccccc23)c1 | 100 | -0.4
CC(=O)Oc1cccc(C(=O)NC2CCCCC2)c1 | 103 | 0.3
CSc1nc(C)nc(N/C=C(\C#N)S(=O)(=O)c2ccc(C)cc2)n1 | 107 | 0.6
COc1cccc(C(=O)c2c(N)c(-c3nc(-c4ccccc4)cs3)c3ccccn23)c1 | 109 | 0.4
CCc1cccc(NC(=O)c2cn3c4c(ccc(Cl)c4c2=O)OC(C)C3)c1 (centres undefined) | 106 | -0.5
CCN(CC)C(=O)c1cccc(C(=O)N(CC)CC)c1 | 107 | 0.4
CCn1cc(/C=C(/C#N)c2ccccc2Cl)c2ccccc21 | 101 | 0.1
COc1ccc(C)cc1S(=O)(=O)NCc1ccccc1 | 101 | -0.2
CNC(=O)Cc1cc(=O)[nH]c(=O)[nH]1 | 103 | 0.3
COc1ccc2c(c1)Cc1sc(NC(=O)c3cccc(C)c3)nc1-2 | 56* | -7.8*
O=C(c1ccccc1Cl)N1CCC(n2cccc2)CC1 | 106 | 0.4
O=C(Oc1cc(=O)oc2c1c(=O)n1c3c(cccc23)CC1)c1ccco1 | 103 | 0.3
Cc1nc(N2CCCCC2)c(C#N)c2c1COC(C)(C)C2 | 101 | -0.2
CC1NC(=O)NC2NC(=O)NC(C)C12 (centres undefined) | 105 | 1.1
CCc1nccn1S(=O)(=O)c1cc(Br)ccc1Br | 99 | -1.2
COc1ccc(CNCc2cccs2)cc1Cn1ccnc1 | 100 | -0.5
COCc1cc(C)nc2c1C(=O)NC(c1ccc(C)cc1)N2Cc1ccccc1 (centres undefined) | 101 | -0.2
COc1ccc(OC(=O)C2CCN(c3ccc(C(F)(F)F)cn3)CC2)cc1 | 101 | -0.4
CCCNC(=O)C(N)Cc1c[nH]c2ccccc12 (centres undefined) | 100 | -0.3
CCOc1ccc(NCc2cccn2-c2nnc(N3CCC(C(=O)NCCc4ccc(OCC)c(OCC)c4)CC3)s2)cc1 | 108 | -0.5
CCCc1c(C(=O)Nc2ccc3c(c2)OCCO3)cnn1-c1ccccc1 | 102 | 0.2
Cc1cccc(OCCCC(=O)O)c1 | 101 | 0

Look-ups from the entries so far:
`c1coc(CNCc2cccc3ccccc23)c1` in Polio RdRp inh → 100
`CCOc1ccc(NCc2cccn2-c2nnc(N3CCC(C(=O)NCCc4ccc(OCC)c(OCC)c4)CC3)s2)cc1` in Polio RdRp inh → 108
`O=C(Oc1cc(=O)oc2c1c(=O)n1c3c(cccc23)CC1)c1ccco1` in Polio RdRp inh FP z-score → 0.3
`CC(=O)Nc1cc(C(=O)N2CCN(C)CC2)ccc1S(=O)(=O)c1ccc(C)cc1` in Polio RdRp inh → 102
`Cc1cccc(OCCCC(=O)O)c1` in Polio RdRp inh → 101
`COc1cccc(C(=O)c2c(N)c(-c3nc(-c4ccccc4)cs3)c3ccccn23)c1` in Polio RdRp inh FP z-score → 0.4
